# Screening results as filed in PubChem BioAssay.
# KKLEB tox = reduces viability of KKLEB cystic fibrosis airway cells; activity change (cytotoxicity), % at 5 µM; hit rate 0.36% among 360,000; KKLEB CF airway cells viability, ATPlite luminescence, overnight; stronger effect = lower value; cells stimulated with P. aeruginosa culture filtrate;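 active = corrected activity change at or below -50% at 5 µM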
# Peg3 promoter = Peg3 promoter activity inhibition | HeLa PEG-Prom luciferase reporter, luminescence, overnight | inhibition, % at 20 µM | hit rate 1.7% among 360,000 | AID 588405;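 active = inhibition of at least 50% at 20 µM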
# TRAIL sens C8 = sensitizes caspase-8 expressing cells to TRAIL | NB7+C8 cells + TRAIL, ATPlite viability luminescence | inhibition (viability loss, TRAIL sensitization), % at 10 µM | hit rate 1% among 360,000 | AID 624354;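 active = compounds causing at least 50% loss of cell viability in the single-dose screen, relative to plate controls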
# NR2E3 ag-1 = activates human photoreceptor nuclear receptor NR2E3 | Q9Y5X4 | GST-NR2E3/biotin-RetCOR TR-FRET, 1536-well | inhibition of corepressor binding, % at 4.78 µM | hit rate 0.12% among 320,000 | AID 2300;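 active = percent inhibition above the cutoff of mean plus 3 SD of all tested compounds, set per screening campaign, cut at about 20% in these data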;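 note: 0% = DMSO wells and 100% = biotin wells as full block of FRET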
# Target sequence (Q9Y5X4 whole entry, looked up): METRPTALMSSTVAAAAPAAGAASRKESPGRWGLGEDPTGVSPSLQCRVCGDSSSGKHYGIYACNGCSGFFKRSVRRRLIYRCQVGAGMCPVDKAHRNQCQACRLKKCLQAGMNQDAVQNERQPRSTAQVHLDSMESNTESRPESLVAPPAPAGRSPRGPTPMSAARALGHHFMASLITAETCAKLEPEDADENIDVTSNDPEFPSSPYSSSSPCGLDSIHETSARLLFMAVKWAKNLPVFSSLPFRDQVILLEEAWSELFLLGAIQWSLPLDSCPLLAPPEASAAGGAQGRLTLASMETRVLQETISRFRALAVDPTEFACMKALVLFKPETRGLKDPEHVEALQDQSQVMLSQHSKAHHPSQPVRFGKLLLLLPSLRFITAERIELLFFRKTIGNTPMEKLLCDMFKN
#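 Test system: GST-NR2E3 and biotin-RetCOR proteins | Quantity: 1.35 nM GST-tagged NR2E3 final | Medium: Tris pH 7.5 | Also added: 7 nM biotin-RetCOR | Dosing: Compound at 4.8 µM, single dose | Timing: 5 h at 4 °C | Detection: Time-resolved FRET | Read-out basis: Percent inhibition | Benchmarks: Biotin wells as high control, 0.6% DMSO wells as low control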
# CF NFkB inh = inhibitors of cystic fibrosis induced NF-kB. KKLEB NF-kB-GFP reporter, PAF-induced, GFP fluorescence overnight. inhibition, % at 5 µM. hit rate 0.86% among 360,000;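 active = at least 50% inhibition at 5 µM, scaled per plate between neutral and stimulator controls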;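 note: PAF is a Pseudomonas aeruginosa culture filtrate used as stimulus; plate controls were PAF-stimulated DMSO wells for no effect and unstimulated DMSO wells for full effect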
# Shn3 inh set2 = Schnurri-3 reporter inhibition in Clone20 osteoblasts | Clone20 osteoblast Shn3 3'UTR firefly luciferase, 24 h | inhibition, % at 12.5 µM | hit rate 0.52% among 360,000;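 active = mean inhibition of at least 75% with every replicate also reaching 75%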;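 note: 0% = median of neutral control wells and 100% = pilot-screen positive control compound; some compounds past the cut are filed as inactive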
# TRPM1 prom inh = reduces MITF-dependent TRPM1 promoter luciferase signal. SK-MEL-5 TRPM1 promoter luciferase, 24 h. inhibition, % at 12.5 µM. hit rate 0.83% among 330,000;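 active = mean inhibition across replicates of 60% or more, whatever share of single replicates reaches that level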; note: values of inactives mirror those of a sister screen read the other way
# LMP1 NFkB inh = inhibitors of Epstein-Barr LMP1-induced NF-kappaB reporter; LMP1-induced NF-kappaB luciferase reporter cells, luminescence; hit rate 0.69% among 350,000; inhibition, % at 12.5 µM; in the data active = inhibition above about 41%;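 note: 0% = neutral control wells and 100% = reference inhibitor control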
# HIF-2a inh = blocks HIF-2a reporter activity; AID 624352; inhibition, % at 18.8 µM; 786-0 RCC cells HIF-2a reporter, luciferase luminescence, overnight; hit rate 0.72% among 360,000;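 active = inhibition of the luminescence signal of 40% or more relative to plate controls, in a single-dose primary screen at 18.75 µM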
# hiPSC survival = hiPSC single-cell survival enhancement. hit rate 0.044% among 360,000. survival enhancement, % at 20 µM. ATPlite luminescence; 100% = ROCK inhibitor wells, 0% = DMSO; in the data active = survival enhancement above about 18%;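 note: cells exposed to compounds for 16 hours before the ATP read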
# NR2E3 ag-2 = human photoreceptor-specific nuclear receptor agonism. CHO-S Gal4-NCOR/VP16-NR2E3 two-hybrid, luciferase. inhibition of corepressor binding, % at 3.98 µM. hit rate 0.35% among 360,000. AID 602229;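 active = inhibition above the mean of all tested compounds plus 3 SD, cut at about 70% in these data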;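 note: 0% = DMSO with NR2E3 transfected cells and 100% = cells lacking NR2E3 construct; higher means lower luciferase signal from less NR2E3 corepressor binding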
# An asterisk follows results filed as active; · = not tested or not shown. Only part of the results is shown, so the mix of outcomes need not match the whole.
SMILES,KKLEB tox,Peg3 promoter,TRAIL sens C8,NR2E3 ag-1,CF NFkB inh,Shn3 inh set2,TRPM1 prom inh,LMP1 NFkB inh,HIF-2a inh,hiPSC survival,NR2E3 ag-2
CCCCCc1ccc(-c2cn(Cc3ccc(C(=O)c4ccccc4)cc3)nn2)cc1,-14,-39,16,-5,30,-21,11,-30,-113,0.5,-14
CCO[C@H]1OC(C(=O)Nc2ccccc2)=C[C@@H](c2ccc(Br)cc2)[C@@H]1CCCO,14,10,10,3,-16,15,-1,21,12,-3.0,-27
CSc1ccccc1NC(=O)CSc1nncs1,8,1,3,-1,-7,-11,12,-11,-6,0.2,-5
COc1ccc(CCN(C)C(=O)c2cccc(S(=O)(=O)NCc3ccccc3)c2)cc1OC,-18,6,-2,2,33,29,-1,3,14,-0.5,9
COc1ccc(COn2c(=O)c(C)[n+]([O-])c3ccccc32)cc1OC,9,1,-10,-4,0,11,6,5,-14,-2.8,-27
O=C(N/N=C/c1c[nH]c2ccccc12)c1cc2ccccc2o1,-3,-105,24,5,3,-15,-12,-9,-158,0.0,-26
COc1ccccc1-c1noc2c1C(=O)N(Cc1cn(-c3ccc(Cl)cc3)nn1)CC2,-29,12,3,·,-20,14,·,·,14,1.4,20
O=C1NN=C(c2ccccc2)C1Cc1ccccc1 (centres undefined),-1,-3,-4,·,-18,11,-8,4,-1,0.2,-4
CC(NC(=S)Nc1ccc(F)cc1)c1ccccc1 (centres undefined),-20,11,-2,4,8,16,19,1,26,-0.2,-6
CC(C)Nc1nc(NC(N)=S)nc(NC(C)(C)C)n1,6,3,-5,-3,-7,14,-8,-2,3,-0.9,-41
O=C1CN(Cc2ccccc2)C(=NCc2ccco2)S1,6,-30,-10,-2,5,-2,14,-2,-17,0.9,10
O=C(Nc1ccccc1)N(CCCN1CCOCC1)Cc1cc2cc3c(cc2[nH]c1=O)OCCO3,-11,21,-5,1,-7,-14,-8,-11,-2,-4.6,-38
COc1ccc(-c2nnc(SCC(=O)N3CCCC3)o2)c(OC)c1,5,-138,23,-1,5,-24,-40,-12,-110,-0.7,-30
Cc1ccc(S(=O)(=O)N[C@@H](C)C(=O)N2CCC(C(=O)N3CCC[C@H]3C(=O)O)CC2)cc1,2,8,-8,0,-15,-8,-6,0,20,-1.1,-10
CC(/C=N/NC(=O)c1cc(-c2ccc(Cl)cc2)nc2ccccc12)=C\c1ccco1,-9,0,3,3,-14,2,-7,-2,21,0.5,-33
CCN(C(=O)COC(=O)CSc1ccc([N+](=O)[O-])cc1)C1CCS(=O)(=O)C1 (centres undefined),11,4,-8,1,-18,6,-9,5,8,-0.4,-28
O=C(COc1cccc([N+](=O)[O-])c1)N/N=C/c1ccco1,5,0,0,3,-1,10,11,-4,14,5.0,8
COc1cc(C)ccc1S(=O)(=O)N1CCCCCC1,6,16,4,5,-4,8,-2,2,12,1.7,-8
C=CCNC(=S)/N=c1/ccccn1Cc1ccccc1,3,5,9,4,-16,46,24,0,16,0.6,-25
Cc1c(C(=O)N2CCc3ccccc3C2)sc2nc(-c3ccccc3)cn12,7,-35,-15,2,0,-12,-2,-7,-89,0.2,-11
O=C(NOC(=O)c1cc(Br)ccc1Cl)c1cccs1,17,0,-4,-1,-9,-8,7,-5,12,-2.0,-12
CC1CCc2c(nc3sc4c(c3c2N)CCCC4)C1 (centres undefined),-11,-146,12,-2,-5,7,-30,3,-250,-1.1,-64
COc1cccc(Cn2c(Oc3cccc(C)c3)nc3c2c(=O)n(C)c(=O)n3C)c1,1,24,9,2,-3,34,1,-1,11,3.0,-1
Cc1ccc(NC(=O)c2ccc([N+](=O)[O-])cc2Cl)nc1,8,-187,45,6,-30,-64,-50,0,-189,-4.5,-74
COc1ccccc1OCCOc1ccc(/C=N/n2cnnc2)cc1,-6,1,5,-2,-5,22,-8,-10,8,-3.3,-11
SMILES,KKLEB tox,Peg3 promoter,TRAIL sens C8,NR2E3 ag-1,CF NFkB inh,Shn3 inh set2,TRPM1 prom inh,LMP1 NFkB inh,HIF-2a inh,hiPSC survival,NR2E3 ag-2
Oc1ccc2ccccc2c1CN1CC2CCC(CC2)C1,16,-3,2,·,6,0,-1,-8,23,-2.8,8
Cc1ccc(NC(=O)C2CCN(S(=O)(=O)c3ccc(N4CCCC4=O)cc3)CC2)cc1Cl,-2,14,33,-4,7,84,25,26,10,-0.4,107*
CCOC(=O)C1=C(C)C(c2ccc(OC)cc2)NC(=S)N1 (centres undefined),-4,2,-9,1,-5,1,-3,6,5,7.7,-9
Cc1ccc(S(=O)(=O)/N=S(\C)CC2CC2(Cl)Cl)cc1 (centres undefined),-2,11,-16,0,-1,-6,7,0,23,0.4,-11
COC(=O)c1sc(C(C)(C)C)cc1CSc1ccccc1,-2,4,3,-3,19,-21,11,5,23,0.6,-19
Nc1nc(SCc2ccccc2Cl)nc2nc3c(cc12)CCCC3,0,15,7,4,-8,17,2,7,6,2.9,-7
COC(=O)C1c2ccccc2-c2ccccc21,-5,1,3,·,-1,39,0,6,15,-1.0,-4
O=C(CSc1nc2ccccc2c(=O)n1-c1ccccc1)N1CCCc2ccccc21,2,16,-10,0,-9,1,-12,8,35,2.3,3
O=C(O)c1oc2ccccc2c1-n1cccc1,-1,-1,-14,1,0,-8,10,4,1,5.3,-15
COc1ccc(F)cc1C(=O)C1CCCN(Cc2cn(C)c3ccccc23)C1 (centres undefined),-14,11,4,5,12,51,-8,-16,19,-0.6,-10
COc1ccc(C)cc1S(=O)(=O)NNc1nc(C)cc(C)n1,4,-12,-18,·,-33,1,-3,-4,6,-0.4,-11
CCCCn1c(N)c(N(C(=O)CSc2nnnn2-c2ccccc2C)C2CCCC2)c(=O)[nH]c1=O,-15,17,-8,·,23,-24,11,1,4,0.2,8
COC(=O)c1cc(OC)c(OC)cc1NC(=S)N1CCN(Cc2ccccc2)CC1,-4,6,-14,-1,12,-14,10,-4,-3,0.9,6
CCOc1ccc2[nH]c3c(NCC(C)C)ncnc3c2c1,-4,-37,17,0,-23,-18,-11,-8,-91,-0.3,-25
Clc1ncn(CCOc2ccccc2)c1Cl,7,-24,4,2,-22,-13,-1,4,-17,-0.4,-3
CCN(CC)C(=O)Cn1cc(C(=O)C(=O)NCCCn2ccnc2)c2ccccc21,8,-3,0,-1,-12,5,8,5,15,0.0,-5
Cc1nc2cc(Cl)ccc2n1-c1ccccc1,4,-31,0,1,17,16,-13,-3,-10,4.6,6
Cc1nn(-c2ccccc2)c2[nH]c(C(F)(F)F)cc(=O)c12,-3,-26,-4,3,11,-23,11,-15,-14,3.0,2
O=C(COC(=O)Cc1c[nH]c2ccccc12)NC1CCCCC1,-12,14,1,8,4,-34,6,-10,-2,2.3,-12
Cc1ccc(Cn2ccsc2=NC(=O)COC(=O)c2ccc(O)cc2O)cc1,2,-160,18,0,31,-15,-39,-29,-89,-0.3,-48
O=C(O)c1cccc2c1C(=O)c1cc(Br)ccc1S2(=O)=O,16,0,-2,0,2,-19,0,-17,16,5.3,-4
FC(F)(F)c1nnc2ccc(N3CCCCCC3)nn12,-14,-26,-8,-1,8,5,-18,12,-22,9.7,-20
CCOC(=O)C1CCCN(c2c(N3CCN(c4ccccn4)CC3)c(=O)c2=O)C1 (centres undefined),4,2,-11,0,-40,9,6,-4,10,-1.0,-37
COc1ccc(NC(=S)NC(=O)c2cc3ccccc3o2)c(OC)c1,-9,-17,-5,·,16,-5,-23,-10,-61,0.1,-19
O=C(Cc1ccc(Cl)cc1)NCCCNC(=O)c1cccnc1,10,7,-18,4,4,3,9,-14,8,-0.3,-2
Oc1ccccc1CN1CCCN(Cc2ccccc2O)C1,-21,-18,5,6,13,10,11,-8,21,-3.3,-45
COc1ccc(CCN(C(=O)C(F)(F)F)C(C(=O)NC2CCCCC2)c2cccs2)cc1 (centres undefined),-16,23,1,4,14,30,1,-26,9,-1.2,3

# Entries of single compounds as entered above. Order of values: KKLEB tox	Peg3 promoter	TRAIL sens C8	NR2E3 ag-1	CF NFkB inh	Shn3 inh set2	TRPM1 prom inh	LMP1 NFkB inh	HIF-2a inh	hiPSC survival	NR2E3 ag-2
# Clc1ncn(CCOc2ccccc2)c1Cl reads 7	-24	4	2	-22	-13	-1	4	-17	-0.4	-3
# CCOC(=O)C1CCCN(c2c(N3CCN(c4ccccn4)CC3)c(=O)c2=O)C1 (centres undefined) reads 4	2	-11	0	-40	9	6	-4	10	-1.0	-37

# Part of the list above, reformatted:
mol | KKLEB tox | Peg3 promoter | TRAIL sens C8 | NR2E3 ag-1 | CF NFkB inh | Shn3 inh set2 | TRPM1 prom inh | LMP1 NFkB inh | HIF-2a inh | hiPSC survival | NR2E3 ag-2
Clc1ncn(CCOc2ccccc2)c1Cl | 7 | -24 | 4 | 2 | -22 | -13 | -1 | 4 | -17 | -0.4 | -3
CCN(CC)C(=O)Cn1cc(C(=O)C(=O)NCCCn2ccnc2)c2ccccc21 | 8 | -3 | 0 | -1 | -12 | 5 | 8 | 5 | 15 | 0.0 | -5
Cc1nc2cc(Cl)ccc2n1-c1ccccc1 | 4 | -31 | 0 | 1 | 17 | 16 | -13 | -3 | -10 | 4.6 | 6
Cc1nn(-c2ccccc2)c2[nH]c(C(F)(F)F)cc(=O)c12 | -3 | -26 | -4 | 3 | 11 | -23 | 11 | -15 | -14 | 3.0 | 2
O=C(COC(=O)Cc1c[nH]c2ccccc12)NC1CCCCC1 | -12 | 14 | 1 | 8 | 4 | -34 | 6 | -10 | -2 | 2.3 | -12
Cc1ccc(Cn2ccsc2=NC(=O)COC(=O)c2ccc(O)cc2O)cc1 | 2 | -160 | 18 | 0 | 31 | -15 | -39 | -29 | -89 | -0.3 | -48
O=C(O)c1cccc2c1C(=O)c1cc(Br)ccc1S2(=O)=O | 16 | 0 | -2 | 0 | 2 | -19 | 0 | -17 | 16 | 5.3 | -4
FC(F)(F)c1nnc2ccc(N3CCCCCC3)nn12 | -14 | -26 | -8 | -1 | 8 | 5 | -18 | 12 | -22 | 9.7 | -20
CCOC(=O)C1CCCN(c2c(N3CCN(c4ccccn4)CC3)c(=O)c2=O)C1 (centres undefined) | 4 | 2 | -11 | 0 | -40 | 9 | 6 | -4 | 10 | -1.0 | -37
COc1ccc(NC(=S)NC(=O)c2cc3ccccc3o2)c(OC)c1 | -9 | -17 | -5 | · | 16 | -5 | -23 | -10 | -61 | 0.1 | -19
O=C(Cc1ccc(Cl)cc1)NCCCNC(=O)c1cccnc1 | 10 | 7 | -18 | 4 | 4 | 3 | 9 | -14 | 8 | -0.3 | -2
Oc1ccccc1CN1CCCN(Cc2ccccc2O)C1 | -21 | -18 | 5 | 6 | 13 | 10 | 11 | -8 | 21 | -3.3 | -45
COc1ccc(CCN(C(=O)C(F)(F)F)C(C(=O)NC2CCCCC2)c2cccs2)cc1 (centres undefined) | -16 | 23 | 1 | 4 | 14 | 30 | 1 | -26 | 9 | -1.2 | 3
